# Screens as filed in PubChem BioAssay.
# VLA-4 inh = inhibition in a human VLA-4 binding assay; inhibition, % (about 7 µM as worked out from the volumes in the protocol); 0.2% of 330,000 active; VLA-4 expressing cells, ligand binding flow cytometry; P13612; in the data active = inhibition above about 50%
# LAP4-GFP MLPCN = yeast TOR pathway LAP4-GFP modulation; S. cerevisiae LAP4-GFP multiplex, flow cytometry GFP, 3 h; median GFP as percent of DMSO wells; GFP response vs DMSO, % at 10 µM; 0.34% of 320,000 active; AID 2023;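 active = GFP response vs DMSO above a set limit, about the screen mean plus 3 SD, cut at about 150% in these data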
# AGP1-GFP MLPCN = yeast TOR pathway AGP1-GFP modulation. 0.02% of 320,000 active. GFP response vs DMSO, % at 10 µM. S. cerevisiae AGP1-GFP multiplex flow cytometry, 3 h; GFP as percent of DMSO wells;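 active = GFP response relative to DMSO above a set limit, near screen average plus 3 SD, cut at about 150% in these data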;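 also: median GFP channel fluorescence of the gated AGP1 strain per well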
# JMJD2C inh = inhibitors of human GASC-1 (JMJD2C) demethylase | Q9H3R0 | 0.069% of 330,000 active | AID 2099 | inhibition, % at 2.35 µM | GST-JMJD2C(1-420) H3K9me3 demethylation, DELFIA europium;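 active = more than half of a compound's replicate wells show inhibition beyond 50%, single wells judged on their own value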;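 also: signal counts dimethyl H3K9 product captured on neutravidin plate; 0% = median of DMSO wells and 100% = 0.3 times that DMSO median; strong numbers were not always called active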
# Target sequence (Q9H3R0 1-420 limits assumed): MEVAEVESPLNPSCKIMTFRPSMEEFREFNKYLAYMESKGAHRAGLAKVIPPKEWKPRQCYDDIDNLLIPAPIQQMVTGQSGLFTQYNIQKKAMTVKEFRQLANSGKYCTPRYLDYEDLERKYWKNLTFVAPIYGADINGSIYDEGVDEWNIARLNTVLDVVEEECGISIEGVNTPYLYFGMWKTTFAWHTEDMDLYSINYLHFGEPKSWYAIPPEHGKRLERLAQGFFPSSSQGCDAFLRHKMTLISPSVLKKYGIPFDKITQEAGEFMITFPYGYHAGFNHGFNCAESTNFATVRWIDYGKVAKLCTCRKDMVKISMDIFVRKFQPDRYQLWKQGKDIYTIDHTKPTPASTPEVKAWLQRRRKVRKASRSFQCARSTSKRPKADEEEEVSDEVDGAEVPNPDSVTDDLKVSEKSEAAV
# MEP2 TOR yeast = alters MEP2-GFP fluorescence in TOR pathway yeast screen; S. cerevisiae MEP2-GFP strain, flow cytometry GFP, 3 h; 100% = DMSO control level; GFP response vs DMSO, % at 10 µM; 0.51% of 330,000 active;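 active = GFP response versus DMSO above a set limit, roughly screen mean plus 3 SD, cut at about 180% in these data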;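 also: median GFP fluorescence of the barcode-gated MEP2-GFP cells per well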
# GRK2 inh = inhibitors of human GRK2 displacing RNA aptamer; P25098; bead flow cytometry, FAM-aptamer displacement from GRK2; inhibition of aptamer binding, % at 10 µM; 0.59% of 330,000 active; AID 488847;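 active = inhibition of aptamer binding above 40%, roughly 3 SD of noise, on plates passing a quality check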;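 also: median bead fluorescence of bound FAM aptamer so fluorescent compounds give negative values; no value below 0 was filed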
# Target sequence (P25098 whole entry, looked up): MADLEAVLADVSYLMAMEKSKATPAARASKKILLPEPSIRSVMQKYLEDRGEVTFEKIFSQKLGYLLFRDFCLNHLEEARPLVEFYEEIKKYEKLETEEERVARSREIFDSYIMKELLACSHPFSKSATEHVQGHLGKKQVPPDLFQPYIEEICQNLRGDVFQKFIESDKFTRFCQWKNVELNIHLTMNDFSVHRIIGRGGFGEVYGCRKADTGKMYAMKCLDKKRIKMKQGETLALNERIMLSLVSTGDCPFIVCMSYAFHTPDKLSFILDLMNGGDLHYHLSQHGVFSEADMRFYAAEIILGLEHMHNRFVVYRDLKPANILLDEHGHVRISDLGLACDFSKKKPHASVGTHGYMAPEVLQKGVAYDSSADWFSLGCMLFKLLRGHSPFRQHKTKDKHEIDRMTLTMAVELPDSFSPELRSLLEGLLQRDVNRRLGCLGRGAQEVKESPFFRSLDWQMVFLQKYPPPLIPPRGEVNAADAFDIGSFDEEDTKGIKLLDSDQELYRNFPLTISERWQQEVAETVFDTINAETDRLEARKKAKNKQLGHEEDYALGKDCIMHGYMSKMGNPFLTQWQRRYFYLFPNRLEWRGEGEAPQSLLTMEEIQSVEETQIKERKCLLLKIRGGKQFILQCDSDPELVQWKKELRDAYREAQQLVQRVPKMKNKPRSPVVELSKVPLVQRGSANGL
# CIT2 TOR yeast = modulators of TOR pathway CIT2-GFP in S. cerevisiae. 0.065% of 320,000 active. S. cerevisiae CIT2-GFP strain, flow cytometry, 3 h; 100 means same as DMSO wells. AID 2029. GFP response vs DMSO, % at 10 µM;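 active = GFP response relative to DMSO above a set limit, near the screen mean plus 3 SD, cut at about 150% in these data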;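 also: ratio of well median GFP fluorescence to mean of DMSO wells on the plate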
# RPL19A-GFP yeast = yeast TOR pathway RPL19A-GFP modulation; S. cerevisiae RPL19A-GFP strain, flow cytometry, 3 h; active compounds read low; percent response vs DMSO, % at 10 µM; 0.3% of 330,000 active; AID 2025;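 active = percent response vs DMSO below 50%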;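 also: median channel GFP fluorescence of the barcoded RPL19A-GFP strain; ratio of sample median GFP to plate DMSO average so 100% = DMSO; lower means less RPL19A-GFP as with rapamycin TOR inhibition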
# The depositor's hits bear a star; i = inactive; · = no result given; & = joins results of further samples.
# The opening 6 compounds as a preview:
1	COc1ccc(OC)c(Nc2nc(C3CC3)nc3c2nnn3Cc2ccccc2)c1
2	CCCN(CCC)C(=S)NC1CC2C=CC1C2 (centres undefined)
3	Cc1cc(C)cc(OCC(=O)N/N=C/c2ccc([N+](=O)[O-])o2)c1
4	COc1ccc(CNS(=O)(=O)c2ccc3c(c2)CC(C)N3C(=O)C2CC2)cc1 (centres undefined)
5	O=C(CC1NCCN(Cc2ccccc2)C1=O)Nc1ccccc1 (centres undefined)
6	O=C(NC1CCCCC1)C(c1ccco1)N(Cc1cccnc1)C(=O)C1COc2ccccc2O1 (centres undefined)
Assay by compound	1	2	3	4	5	6
VLA-4 inh	0.3	-6.6	-0.8	4.8	8.9	4.9
LAP4-GFP MLPCN	113.4	108.2	123.0	100.6	108.1	96.9
AGP1-GFP MLPCN	93.2	105.3	80.7	97.9	104.0	98.6
JMJD2C inh	3.4	-0.3	-22.3	4.6	4.1	13.9&8.7
MEP2 TOR yeast	91.4	102.3	87.0	100.3	99.5	94.3
GRK2 inh	0.0	0.0	6.0	1.0	5.0	4.0
CIT2 TOR yeast	101.4	96.6	77.3	99.7	90.0	98.3
RPL19A-GFP yeast	94.7	101.2	89.8	100.8	96.3	98.1

# Results (from the top)
1	COc1ccc(OC)c(Nc2nc(C3CC3)nc3c2nnn3Cc2ccccc2)c1
2	CCCN(CCC)C(=S)NC1CC2C=CC1C2 (centres undefined)
3	Cc1cc(C)cc(OCC(=O)N/N=C/c2ccc([N+](=O)[O-])o2)c1
4	COc1ccc(CNS(=O)(=O)c2ccc3c(c2)CC(C)N3C(=O)C2CC2)cc1 (centres undefined)
5	O=C(CC1NCCN(Cc2ccccc2)C1=O)Nc1ccccc1 (centres undefined)
6	O=C(NC1CCCCC1)C(c1ccco1)N(Cc1cccnc1)C(=O)C1COc2ccccc2O1 (centres undefined)
7	COc1cc(C2N(C)C(=O)c3ccccc3N2C)ccc1O (centres undefined)
8	CN1/C(=C\C(=S)NC(=O)c2ccccc2Cl)C(C)(C)c2ccccc21
Assay by compound	1	2	3	4	5	6	7	8
VLA-4 inh	0.3	-6.6	-0.8	4.8	8.9	4.9	-4.4	i
LAP4-GFP MLPCN	113.4	108.2	123.0	100.6	108.1	96.9	104.2	85.6
AGP1-GFP MLPCN	93.2	105.3	80.7	97.9	104.0	98.6	106.2	89.0
JMJD2C inh	3.4	-0.3	-22.3	4.6	4.1	13.9&8.7	6.6	7.3
MEP2 TOR yeast	91.4	102.3	87.0	100.3	99.5	94.3	114.8	99.9
GRK2 inh	0.0	0.0	6.0	1.0	5.0	4.0	1.0	0.0
CIT2 TOR yeast	101.4	96.6	77.3	99.7	90.0	98.3	111.9	95.1
RPL19A-GFP yeast	94.7	101.2	89.8	100.8	96.3	98.1	107.3	93.8

9	CCC(=O)N(NC1=NS(=O)(=O)c2ccccc21)S(=O)(=O)c1ccc(C)cc1
10	O=Cc1cccc(Oc2ncccn2)c1
11	O=[N+]([O-])c1ccc(OCc2cn([C@@H](CO)c3ccccc3)nn2)c(Br)c1
12	Cc1cc(NC(=O)CSc2nc3c(c(=O)n2C)SCC3)no1
13	O=C(Cn1c(CN2CCCCC2)nc2ccccc2c1=O)NCc1ccco1
14	CC(C)(C)OC(=O)NCCCCCNC(=O)c1nc[nH]c1C(=O)N1CCc2ccccc2C1
15	O=C1N=c2ccc([N+](=O)[O-])cc2=C1c1sc(=O)[nH]c1O
16	O=C(COc1ccccc1F)NNC(=O)Cc1ccc(S(=O)(=O)N2CCOCC2)s1
Assay by compound	9	10	11	12	13	14	15	16
VLA-4 inh	0.2	19.4	-10.1	16.1	1.8	6.8	0.2	8.9
LAP4-GFP MLPCN	106.9	117.3	85.7	99.8	96.1	82.7	100.4	111.1
AGP1-GFP MLPCN	107.0	103.1	91.0	100.4	101.6	82.9	97.0	111.8
JMJD2C inh	6.3	2.5	2.0	0.2	9.3	7.8	-8.0	-3.2
MEP2 TOR yeast	98.0	159.1	95.7	91.8	99.1	92.0	106.6	105.6
GRK2 inh	5.0	3.0	0.0	0.0	0.0	1.0	1.0	3.0
CIT2 TOR yeast	99.8	113.6	91.2	98.3	·	75.0	95.3	101.0
RPL19A-GFP yeast	97.0	91.4	93.1	98.8	101.9	107.5	99.3	105.1

17	COC(=O)/C=C/C(=O)N1CCN(c2cccc(Cl)c2)CC1
18	COCCNC(=O)c1ccc(-c2csc(C)n2)cc1
19	CCOC(=O)N1CCC(NC(=O)c2ccc3c(c2)ncn3C2CCCC2)CC1
20	COc1ccc([C@H]2[C@H](C(=O)C(C)(C)C)N3N=Cc4ccccc4C3[C@]23N=C(c2ccccc2)OC3=O)cc1OC (some centres undefined)
21	CCn1nc(C)cc1-c1n[nH]c(=S)n1N
22	O=C(NCc1cnc2ccccn12)C1CCC(=O)N(Cc2cccc(F)c2)C1 (centres undefined)
23	COc1ccc(CNC(=S)Nc2ccccc2)cc1Cl
24	CNS(=O)(=O)c1cccc(C(=O)NCC(c2ccco2)N(C)C)c1 (centres undefined)
Assay by compound	17	18	19	20	21	22	23	24
VLA-4 inh	7.4	0.8	17.1	-16.2	-11.2	1.2	1.7	-2.9
LAP4-GFP MLPCN	110.5	104.9	103.1	99.0	102.6	103.8	89.4	97.8
AGP1-GFP MLPCN	98.2	109.5	103.6	95.1	99.4	102.7	101.6	95.9
JMJD2C inh	13.7	6.7	6.7	-9.5	3.4	-1.1	5.7	0.8
MEP2 TOR yeast	102.9	97.7	100.4	97.4	120.0	108.3	108.4	107.4
GRK2 inh	2.0	6.0	0.0	0.0	0.0	0.0	0.0	15.0
CIT2 TOR yeast	96.6	112.7	100.3	97.6	100.2	101.0	111.8	100.4
RPL19A-GFP yeast	100.0	97.1	103.9	98.3	101.4	101.0	104.2	99.3

25	O=C(Nc1ccccc1C(=O)Nc1cccnc1)c1ccccc1
26	COc1cccc(C2C(C(=O)c3ccc(C)o3)=C(O)C(=O)N2CCN2CCOCC2)c1OC (centres undefined)
27	CCOc1cc(C)c(S(=O)(=O)Nc2ccc(Cl)cn2)cc1C
28	Cc1ccc(NC(=O)C(NS(=O)(=O)c2cccc3nsnc23)C(C)C)nc1 (centres undefined)
29	O=C(NC(=O)c1csnn1)Nc1ccccc1Cl
30	COc1ccc(/C=N/n2c(SC)nnc2-c2ccccc2)cc1C
31	Cc1ccc(SCC(=O)NCc2ccncc2)cc1
32	O=C(COC(=O)c1c2c(nc3ccccc13)CCCC2)c1cccs1
Assay by compound	25	26	27	28	29	30	31	32
VLA-4 inh	15.1	-2.7	-0.5	9.3	-7.5	-16.8	5.9	5.5
LAP4-GFP MLPCN	93.2	83.5	93.0	105.1	99.3	96.7	97.9	120.4
AGP1-GFP MLPCN	97.4	86.0	101.5	110.0	93.8	94.5	102.6	84.1
JMJD2C inh	2.3	14.5	5.9	2.0	-8.8	3.2	2.0	-0.1
MEP2 TOR yeast	93.8	104.7	104.2	107.3	97.2	106.6	92.8	98.4
GRK2 inh	6.0	2.0	46.0*	0.0	4.0	1.0	0.0	0.0
CIT2 TOR yeast	101.4	98.5	·	105.4	89.1	106.1	96.2	91.8
RPL19A-GFP yeast	96.0	107.0	99.9	107.8	93.3	89.8	97.4	89.8

33	CCOC(=O)CNc1c(-c2ccc(F)cc2)nc2cnccn12
34	CN1CCN(C(=O)/C(=C\c2cccs2)NC(=O)c2cccs2)CC1
35	O=C(c1ccc(Cl)cc1)N1CCC(O)(CSc2ccc(Cl)cc2)CC1
36	Cc1cc(C)cc(NC(N)=S)c1
37	CCOC(=O)C1(C(F)(F)F)N=C(c2ccccc2F)OC(N(C)C)=N1 (centres undefined)
38	Cc1cc(C)n2nc(-c3cccnc3)nc2n1
39	Cc1ccccc1NC(=O)CSc1nc2c(c(-c3ccco3)c1C#N)CCCC2
40	Cc1ccc(N=Cc2cc3c(cc2[N+](=O)[O-])OCO3)cc1[N+](=O)[O-]
Assay by compound	33	34	35	36	37	38	39	40
VLA-4 inh	-33.2	0.0	3.6	21.1	24.6	-0.2	-4.9	-18.0
LAP4-GFP MLPCN	105.4	93.3	94.5	104.2	100.5	96.5	106.2	98.4
AGP1-GFP MLPCN	99.8	99.2	105.9	100.8	99.9	97.2	97.9	92.4
JMJD2C inh	7.8	2.6	2.7	4.9	19.5	7.6	-1.7	-10.6
MEP2 TOR yeast	100.8	104.0	106.2	97.6	89.0	102.7	108.3	98.1
GRK2 inh	0.0	1.0	1.0	0.0	1.0	1.0	2.0	5.0
CIT2 TOR yeast	99.9	104.1	105.9	97.3	92.0	96.0	96.5	93.2
RPL19A-GFP yeast	101.1	98.4	100.8	101.6	93.5	100.2	101.0	96.5

41	Cc1nnc(NC(=O)CCC(=O)NCc2cccs2)s1
42	Nc1cc(S(=O)(=O)N2CCOCC2)ccc1Oc1ccc(F)cc1
43	COc1cccc(C(=O)NC(=S)Nc2ccc3c4c(cccc24)CC3)c1
44	Cc1nn(Cc2ccc(F)cc2)c(C)c1NC(=O)c1cnn2c1NC(c1cccs1)CC2C(F)(F)F (centres undefined)
45	Cc1cc(C(=O)Nc2ccc3ccccc3c2)c(C)o1
46	Cc1ccn2cc(CCNC(=O)Cc3cccs3)nc2c1
47	COc1cccc(-c2nc(-c3ccccc3)[nH]c(=O)c2C#N)c1
48	CC(C)(C)C(=O)Nc1ccc(N2CCCC2)cc1
Assay by compound	41	42	43	44	45	46	47	48
VLA-4 inh	7.1	-1.4	-21.5	5.9	-6.6	0.3	7.2	-22.0
LAP4-GFP MLPCN	95.2	93.4	96.9	119.4	104.9	86.3	104.4	95.1
AGP1-GFP MLPCN	101.0	92.3	95.8	·	100.1	99.8	103.0	98.5
JMJD2C inh	3.9	3.5	1.3	-0.7	-0.9	5.5	-9.7	0.7
MEP2 TOR yeast	102.5	102.9	98.4	106.4	104.4	101.0	104.8	97.0
GRK2 inh	0.0	4.0	29.0	3.0	0.0	0.0	2.0	0.0
CIT2 TOR yeast	94.5	98.2	93.8	107.7	95.8	117.7	100.3	97.5
RPL19A-GFP yeast	94.0	101.9	94.6	107.3	102.6	107.5	99.1	96.8

49	CN(C)CC(C)(C)CNC(=O)c1cc(Br)cc(Br)c1O
50	COc1ccc([N+](=O)[O-])cc1N(CC(O)CN1CCOCC1)S(=O)(=O)c1ccccc1 (centres undefined)
51	CCc1nc2ccccc2c(C(=O)NCc2ccc(OC)cc2)c1C
52	COc1cc(OC)c(C(=O)CCCN2CCCC2)c(OC)c1
53	O=C(NCCCNc1ccnc2cc(Cl)ccc12)c1ccccc1F
54	CNC(=O)CN(c1cc([N+](=O)[O-])ccc1OC)S(C)(=O)=O
55	NC(=O)N/N=C/c1ccccc1OCc1cccc2ccccc12
56	CC(C)[C@H](NS(=O)(=O)c1ccc2c(c1)OCCO2)C(=O)OCC(=O)Nc1cc(Cl)ccc1Cl
57	CCc1ccc2[nH]c3nc(N/N=C/c4cccc(O)c4)nnc3c2c1
Assay by compound	49	50	51	52	53	54	55	56	57
VLA-4 inh	8.9	7.8	34.2	18.8	5.9	3.5	6.3	-16.9	17.0
LAP4-GFP MLPCN	101.2	94.0	96.0	107.3	96.7	92.0	84.7	88.7	105.7
AGP1-GFP MLPCN	102.5	110.4	92.2	99.0	110.9	96.8	86.0	97.7	112.3
JMJD2C inh	-3.5	2.7	4.9	-28.1	4.0	1.6	19.5	1.9	23.1
MEP2 TOR yeast	92.6	104.6	97.3	99.2	111.2	103.2	106.9	101.9	116.2
GRK2 inh	6.0	0.0	0.0	1.0	0.0	0.0	0.0	0.0	2.0
CIT2 TOR yeast	96.2	109.5	89.1	93.0	117.0	92.7	90.0	103.2	114.9
RPL19A-GFP yeast	95.5	106.2	95.5	101.4	107.7	100.4	93.4	103.2	106.8
